IDE cell activ – IDE (human) activation, cell-based. P14735. HEK cells, FAbeta-B cleavage, fluorescence polarization; 0% vehicle, 100% cell-free pure enzyme wells. activation, % at 5.96 µM. hit rate 0.073% among 340,000. AID 493087;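 active = activation above the mean of all tested compounds plus 3 SD, set per screening campaign, cut at about 17% in these data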
MEKK2 mut-MEK5 – signal of MEK5 binding to mutant human MEKK2 PB1 domain | hit rate 0.35% among 290,000 | bead flow cytometry, Alexa488-MEK5 binding to MEKK2 mutant | percent response, % at 10 µM; in the data active = percent response above about 24%, passing the limit was not always enough; also: inactives centre near 1; some results filed as inactive read as strong as hits; reference of the scale not given here
UBC9 SUMO inh – blocks human SUMOylation mediated by UBC9 | P63279 | HTRF SUMOylation assay, SAE1/SAE2 + UBC9, in vitro | inhibition, % at 35 µM | hit rate 0.36% among 290,000 | AID 2006; in the data active = inhibition above about 50%, passing the limit was not always enough; also: strong numbers were not always called active
Target sequence (P63279 whole entry, looked up): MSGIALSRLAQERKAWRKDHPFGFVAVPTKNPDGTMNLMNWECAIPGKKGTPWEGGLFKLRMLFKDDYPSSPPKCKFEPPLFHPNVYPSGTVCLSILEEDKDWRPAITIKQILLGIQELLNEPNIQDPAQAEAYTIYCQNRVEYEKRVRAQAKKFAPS
MEKK3 PB1 HTS – modulators (inhibitors or enhancers) of MEK5 binding to human MEKK3 PB1 domain; bead-based flow cytometry, Alexa488-MEK5 binding to MEKK3; actives lie on both sides; 0 = blocked by unlabeled MEK5, 100 = vehicle; binding response (% of control), % at 10 µM; hit rate 1.4% among 290,000; AID 1529;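 active = binding response more than 3 SD above or below the average of its plate-row segment, actives on both sides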;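 also: Alexa488 bead fluorescence after subtracting the streptavidin-only scavenger bead signal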
Target sequence (Q99759 whole entry, looked up, the tested form may be a part): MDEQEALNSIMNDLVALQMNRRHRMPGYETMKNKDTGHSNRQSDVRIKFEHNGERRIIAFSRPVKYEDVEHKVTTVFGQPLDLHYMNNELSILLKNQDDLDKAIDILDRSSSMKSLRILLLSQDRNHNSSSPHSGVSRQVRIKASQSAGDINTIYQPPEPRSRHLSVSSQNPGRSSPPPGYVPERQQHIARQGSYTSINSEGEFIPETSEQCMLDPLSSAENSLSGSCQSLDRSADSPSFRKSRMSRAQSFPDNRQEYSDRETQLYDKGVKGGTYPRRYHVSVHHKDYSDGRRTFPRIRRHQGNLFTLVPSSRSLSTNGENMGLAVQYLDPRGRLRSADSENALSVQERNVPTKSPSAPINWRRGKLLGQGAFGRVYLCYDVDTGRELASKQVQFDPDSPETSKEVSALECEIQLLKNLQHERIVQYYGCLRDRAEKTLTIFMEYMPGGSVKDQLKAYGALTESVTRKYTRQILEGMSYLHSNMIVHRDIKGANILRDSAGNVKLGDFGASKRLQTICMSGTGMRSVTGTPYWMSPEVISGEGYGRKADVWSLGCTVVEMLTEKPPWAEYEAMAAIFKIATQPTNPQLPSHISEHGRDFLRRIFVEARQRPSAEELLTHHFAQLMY
p-CIP stab down – p/CIP protein destabilization; Q05BA5; F442A p/CIP-EGFP cells, EGFP fluorescence, 16 h; decrease of EGFP signal, % at 10 µM; hit rate 0.01% among 290,000;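 active = EGFP signal decrease of at least 30% at 10 µM or well 3 SD below plate mean, unless failing retest; inactive = the rest, including hits failing retest or dose response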; also: some compounds called inactive have numbers as strong as hits; many of its hits are not listed in these tables
NALP1 yeast inh – blocks the NALP1 inflammasome reconstituted in yeast. hit rate 0.61% among 280,000. AID 2071. S. cerevisiae NALP1/ASC/caspase-1 growth, X-gal OD620, 72 h. inhibition, % at 10 µM; in the data active = inhibition mostly above about 24%, no sharp cut-off; inactive = mostly below about 32%; also: some compounds called inactive have numbers as strong as hits
IDE inh – inhibitors of human insulin-degrading enzyme in cells. P14735. HEK cells, FAbetaB cleavage, fluorescence polarization. inhibition, % at 5.59 µM. hit rate 0.41% among 320,000. AID 434962;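 active = percent inhibition above the average of all tested compounds plus 3 SD, set per screening campaign, cut at about 16% in these data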;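 also: IDE supplied by intact live HEK cells; FP after avidin binding of uncleaved biotin substrate so inhibition keeps polarization high; 0% = DMSO wells and 100% = 60 µM reference IDE inhibitor Ii1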
PfM18AAP inh – PfM18AAP enzyme inhibition | AID 1822 | inhibition, % at 7.35 µM | hit rate 1.2% among 290,000 | recombinant PfM18AAP, H-Glu-NHMec fluorogenic cleavage;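 active = inhibition above the campaign mean inhibition over all tested compounds plus 3 SD, cut at about 28% in these data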;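 also: 0% = plate median of test compound wells and 100% = 2 mM ZnCl2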
MEKK2 WT-MEK5 – raises or lowers MEK5 binding to wildtype human MEKK2 PB1 domain; Q9Y2U5; bead flow cytometry, Alexa488-MEK5 binding to MEKK2 WT; actives lie on both sides; binding response (% of control), % at 10 µM; hit rate 1.1% among 290,000; in the data active = binding response below about 67% or above about 130%
An asterisk follows results filed as active; x = not tested or not shown; [ ] = dose if it differs, or a comment.

entry	structure	MEKK2 WT-MEK5	MEKK3 PB1 HTS	MEKK2 mut-MEK5	IDE cell activ	UBC9 SUMO inh
1	CC(=O)c1cccc(NC(=O)C(C)OC(=O)CNC(=O)c2ccc(C)s2)c1 (stereo not given)	92	99	-5	-1	14
2	CC(C)CN1CCC(=O)N(CCN=[N+]=[N-])CC1	96	99	2	-3	10
3	O=C1CCCN1S(=O)(=O)c1ccccc1	103	100	-2	5	2
4	O=C1CCCC2=C1C(c1ccccc1)CC(=O)N2c1ccccc1 (stereo not given)	100	100	4	-1	14
5	[2H]C(CCOS(N)(=O)=O)c1ccc(C(C)(C)C)cc1 (stereo not given)	95	95	-6	2	-5
6	O=C(NCCCCc1ccccc1)C12CN(Cc3ccccc3)CC1C(c1cccc([N+](=O)[O-])c1)=NO2 (stereo not given)	105	108	2	4	-8
7	CCOc1ccc(NC(=O)CC2C(=O)N(c3ccccc3)C(=O)N2CCc2cccs2)cc1 (stereo not given)	95	100	-2	2	-4
8	O=S(=O)(NCc1cn2ccccc2n1)c1cc(F)ccc1F	104	103	8	4	0

entry	NALP1 yeast inh	PfM18AAP inh	IDE inh	p-CIP stab down
1	10	7	4	1
2	-2	5	1	-11
3	16	3	1	0
4	6	3	0	-12
5	28	1	3	0
6	35	-12	0	-10
7	24	-4	-5	-13
8	32	1	0	-1

(next part)
entry	structure	MEKK2 WT-MEK5	MEKK3 PB1 HTS	MEKK2 mut-MEK5	IDE cell activ	UBC9 SUMO inh
9	CCCC1Cc2nc(N3CCCCC3)c(C#N)cc2CO1 (stereo not given)	110	109	7	-8	-13
10	O=C(Nc1ccccc1N1CCN(c2ccccc2)CC1)C12CC3CC(CC(C3)C1)C2	105	103	2	6	26
11	CC1CCCN(CC(=O)Nc2cc(Cl)ccc2Oc2ccccc2)C1 (stereo not given)	101	107	-3	2	-6
12	CCc1ccc(NC(=O)N(CCN2CCOCC2)Cc2ccc3c(c2)CCCN3CC)cc1	121	113	10	6	-6
13	COc1ccccc1CNC(=O)c1cccs1	94	97	-6	-1	-7
14	Cc1ccc(C(=O)C2CCN(S(=O)(=O)c3ccccc3C(=O)O)CC2)cc1	101	103	7	3	10
15	CCS(=O)(=O)c1nc(S(=O)(=O)c2ccc(Cl)cc2)c(N2CCN(CCO)CC2)s1	105	107	4	0	10
16	COCCCNCCCCSc1ccc(Cl)cc1	93	52*[inhibitor]	-1	7	-1

entry	NALP1 yeast inh	PfM18AAP inh	IDE inh	p-CIP stab down
9	0	-3	0	-10
10	3	-8	10	2
11	21	-13	0	-7
12	-7	9	-5	-5
13	14	12	-2	-26
14	7	-2	x	-8
15	24	0	0	-2
16	44	0	-4	1

Sorted by value in MEKK2 mut-MEK5 (rising): 3 from the list above.
entry	structure	MEKK2 WT-MEK5	MEKK3 PB1 HTS	MEKK2 mut-MEK5	IDE cell activ	UBC9 SUMO inh
16	COCCCNCCCCSc1ccc(Cl)cc1	93	52*[inhibitor]	-1	7	-1
10	O=C(Nc1ccccc1N1CCN(c2ccccc2)CC1)C12CC3CC(CC(C3)C1)C2	105	103	2	6	26
9	CCCC1Cc2nc(N3CCCCC3)c(C#N)cc2CO1 (stereo not given)	110	109	7	-8	-13

entry	NALP1 yeast inh	PfM18AAP inh	IDE inh	p-CIP stab down
16	44	0	-4	1
10	3	-8	10	2
9	0	-3	0	-10

(cont.)
entry	structure	MEKK2 WT-MEK5	MEKK3 PB1 HTS	MEKK2 mut-MEK5	IDE cell activ	UBC9 SUMO inh
17	CCOc1cc(C(=O)OCC(=O)Nc2ncc(Cl)c(C)c2Cl)ccc1OCC(=O)N1CCOCC1	117	105	11	0	-3
18	Cc1ccc(C)c(N(CC(=O)NC2CCCCC2)C(=O)CCC(=O)Nc2ccccn2)c1	x	x	x	x	-23
19	CCOC(=O)c1[nH]c(C)c(C(=O)Nc2cc(OC)ccc2OC)c1C	x	x	x	3	20
20	Cc1cc(NCc2ccccn2)n2nc(C)c(-c3ccc(Cl)cc3)c2n1	100	99	1	3	-5
21	O=C(Cn1cc(C(=O)COc2ccccc2)c2ccccc21)NCc1ccco1	99	99	5	0	18
22	CCCCNC(=O)Cn1cnc2sc(C)c(S(=O)(=O)N3CCN(c4ccccc4OC)CC3)c2c1=O	103	101	1	3	8
23	Cc1ccccc1Nc1scc(-c2ccc(Br)cc2)[n+]1-c1ccccc1C	91	103	-6	1	4
24	C=CCNC(=S)N1CCc2[nH]c3ccccc3c2C1	87	90	-20	x	10

entry	NALP1 yeast inh	PfM18AAP inh	IDE inh	p-CIP stab down
17	45	-1	-4	-5
18	0	1	x	-15
19	2	-13	2	-4
20	4	1	-2	1
21	22	10	0	-13
22	16	0	-3	-4
23	8	-1	-1	4
24	37*	5	4	-14

The list continues:
entry	structure	MEKK2 WT-MEK5	MEKK3 PB1 HTS	MEKK2 mut-MEK5	IDE cell activ	UBC9 SUMO inh
25	CCOC(=O)N1CCC(O)(c2cc(C)c(C)cc2C)CC1	95	95	0	1	-9
26	CCc1cc2c(=O)[nH]c(Cc3ccccc3)nc2s1	104	102	2	3	-12
27	Cc1ccc(Nc2ccc(C(=O)O)cc2[N+](=O)[O-])cc1	107	104	8	0	8
28	CC(=O)Nc1cccc(-c2nc3ccccc3[nH]2)c1	99	98	-5	2	4
29	CCOc1cc(N2CCOCC2)c(OCC)cc1NC(=O)c1ccc(S(C)(=O)=O)cc1	93	95	-15	-2	23
30	CCCCNC(=O)c1cc(-c2ccc(OC)c(OC)c2)on1	120	115	19	9	3
31	Cc1cc(C)nc(SC/C=C/c2ccccc2)n1	101	101	-1	-1	-4
32	COc1ccc(C(=O)C(CN2CCOCC2)c2ccccc2)cc1 (stereo not given)	101	105	5	3	14

entry	NALP1 yeast inh	PfM18AAP inh	IDE inh	p-CIP stab down
25	x	3	-6	12
26	1	0	0	5
27	2	1	-3	-9
28	18	-3	6	5
29	12	0	1	-9
30	43*	-1	1	-12
31	23	34*	4	0
32	6	2	0	-1

(continued)
entry	structure	MEKK2 WT-MEK5	MEKK3 PB1 HTS	MEKK2 mut-MEK5	IDE cell activ	UBC9 SUMO inh
33	CCC1=C2CC[C@H]3C(=O)N(C)C(=O)[C@H]3[C@H]2[C@@]2(Cc3ccccc3)C(=NCCOC)OC(=O)N2C1=O	93	94	4	2	4
34	O=C(NC(=O)N1CCSCC1)c1c(Cl)cccc1Cl	104	104	2	-2	6
35	N=c1c(S(=O)(=O)c2ccc(Br)cc2)cc2c(=O)n3ccccc3nc2n1Cc1ccccc1	101	100	1	-2	11
36	O=C(CO/N=C/c1ccc(Cl)cc1Cl)NNC(=O)c1cccc(Cl)c1	94	90	-23	6	30
37	COc1ccc(-c2nc(NC(C)=O)sc2-c2ccccc2)cc1	95	98	-6	-3	-88
38	COc1ccc(Br)cc1C(=O)Nc1cccc2ncccc12	107	104	7	-7	16
39	CC(=O)/C(CN1CCCCC1)=N\O	96	97	-3	3	8
40	O=c1c2ccccc2ncn1CCCOc1ccccc1[N+](=O)[O-]	102	101	7	-7	-18

entry	NALP1 yeast inh	PfM18AAP inh	IDE inh	p-CIP stab down
33	x	x	7	36
34	11	7	7	-12
35	-8	-1	3	3
36	x	2	4	-8
37	-8	-10	8	-4
38	1	-1	3	5
39	19	3	4	18
40	-3	-10	2	2

Three compounds already listed, ordered by number of heavy atoms, highest first.
entry	structure	MEKK2 WT-MEK5	MEKK3 PB1 HTS	MEKK2 mut-MEK5	IDE cell activ	UBC9 SUMO inh
37	COc1ccc(-c2nc(NC(C)=O)sc2-c2ccccc2)cc1	95	98	-6	-3	-88
38	COc1ccc(Br)cc1C(=O)Nc1cccc2ncccc12	107	104	7	-7	16
34	O=C(NC(=O)N1CCSCC1)c1c(Cl)cccc1Cl	104	104	2	-2	6

entry	NALP1 yeast inh	PfM18AAP inh	IDE inh	p-CIP stab down
37	-8	-10	8	-4
38	1	-1	3	5
34	11	7	7	-12

Later entries:
entry	structure	MEKK2 WT-MEK5	MEKK3 PB1 HTS	MEKK2 mut-MEK5	IDE cell activ	UBC9 SUMO inh
41	Cc1cc2nc(C)c(Cl)c(=O)n2[nH]1	76	76	-11	-3	-22
42	c1cncc(-c2csc(NCc3ccco3)n2)c1	99	102	4	0	13
43	COc1cc(C(c2c(C)[nH][nH]c2=O)c2c(C)[nH][nH]c2=O)ccc1OS(=O)(=O)c1ccc(C)cc1	96	95	-2	-4	-44
44	COc1cccc(-c2nc3cc(C)ccc3o2)c1	104	100	2	3	-9
45	CN1C(=C2C(=O)OC(C)(C)OC2=O)Sc2ccccc21	102	102	3	-2	11
46	COc1ccccc1NC(=O)COC(=O)CCS(=O)(=O)c1ccc(C)cc1	114	105	10	1	6
47	CC(=O)Nc1ccc(OS(=O)(=O)c2cc(Cl)ccc2C)cc1	103	102	0	-5	13
48	N#CC1=C(N)OC2=C(C(=O)CCC2)C1C1C=CCCC1 (stereo not given)	108	114	22	3	42

entry	NALP1 yeast inh	PfM18AAP inh	IDE inh	p-CIP stab down
41	10	-1	2	4
42	20	5	2	2
43	-4	8	1	2
44	-3	-3	4	10
45	2	2	-3	-5
46	-6	4	2	-17
47	6	0	2	-6
48	31	0	-1	-5

Continuation:
entry	structure	MEKK2 WT-MEK5	MEKK3 PB1 HTS	MEKK2 mut-MEK5	IDE cell activ	UBC9 SUMO inh
49	COc1ccc(N2C(=O)CC(N3CCC(c4nc5ccccc5[nH]4)CC3)C2=O)cc1 (stereo not given)	89	86	-7	-3	21
50	CCOC(=O)Cc1ccc(NCc2ccc(Cl)cc2)cc1	110	111	-6	6	-5
51	O=S(=O)(/N=C(\c1ccccc1)N1CCOCC1)c1cccs1	92	85	-6	4	6
52	CN(C)C(=S)SCC(=O)Nc1cccc(C(F)(F)F)c1	102	102	0	0	-12
53	CCn1c(O)c(C=NC2CCCC2)sc1=S	93	93	-8	-2	-5
54	C=CCNC(=O)COc1ccc(S(=O)(=O)Nc2ccc(OCC)cc2)cc1	107	103	0	0	9
55	CC1CCN(CCCNC(=O)c2ccc3c(Cl)c4c(nc3c2)CCCC4)CC1	119	91	5	-4	21
56	CSCC[C@H](NC(=O)c1cc2c([nH]c3ccccc32)c(-c2ccccc2)n1)C(=O)O	97	98	-3	2	37
57	CNC(=O)c1sc(Nc2ccc(OCc3ccccc3)cc2)nc1C	97	96	-7	4	-3

entry	NALP1 yeast inh	PfM18AAP inh	IDE inh	p-CIP stab down
49	11	-73	2	4
50	-18	6	-2	11
51	9	-4	-3	-15
52	34	-10	2	-6
53	3	8	2	-4
54	31	-6	3	6
55	x	-1	12	-5
56	9	0	-3	-5
57	22	-4	-2	-11

High-throughput results as filed in PubChem.

Not all compounds are listed; the hit share may differ from the screen's.
